From PubChem
All columns: NCI-60 one-dose screen, growth in % after 48 h at 10 µM unless noted; 100 = growth as untreated, 0 = no growth, -100 = all killed.
A498 = A498 renal cancer cells | 76,000 tested, 5.4% active
SN12C = SN12C renal cancer cells. 81,000 tested, 3.8% active. AID 1794767
ACHN = ACHN renal cancer | AID 1794771 | 81,000 tested, 4.9% active
UO-31 = UO-31 renal cancer. AID 1794768. 81,000 tested, 5.2% active
TK-10 = TK-10 renal cancer cells; 81,000 tested, 3.9% active; AID 1794769
786-0 = 786-0 renal cancer cells | 81,000 tested, 5.1% active
CAKI-1 = CAKI-1 renal cancer; AID 1794772; 75,000 tested, 4.7% active
RXF 393 = RXF 393 renal cancer cells; 77,000 tested, 6.9% active
Starred values were filed as active, the others as inactive; . = no result given; & = joins results of further samples; [ ] = another dose, or the depositor's remark. The calls were made as follows: active = growth percent below 10; inactive = the rest.

canonical_smiles,A498,SN12C,ACHN,UO-31,TK-10,786-0,CAKI-1,RXF 393
CCCCOc1nc2ccc(C)cc2cc1/C=C/C(=O)/C=C1/CC(c2cc3cc(C)ccc3nc2OCCCC)Nc2ccccc2N1 (configuration not stated),100.5,96.0,99.1,77.0,109.6,99.7,84.4,.
CCOC(=O)Cc1nc(N)n(C(=O)Nc2ccc(Cl)cc2)n1,100.8,95.4,79.6,70.9,103.9,97.8,77.2,120.4
CN1CCN(c2ccc(Nc3nc(NCCNC(=O)c4ccccc4)c4sccc4n3)cc2)CC1,130.1,74.0,54.6,66.0,137.3,45.6,48.3,33.8
C[Si](C)(CI)O[Si](C)(C)CI,99.9,97.6,103.0,95.3,91.9,97.9,95.8,107.1
C=CCOC(=O)C(C)Oc1ccc(Cl)cc1Cl (configuration not stated),105.1,92.6,99.0,85.8,114.0,98.3,95.9,106.6
Brc1ccc2ncccc2c1,93.3,106.6,103.5,93.0,103.1,108.6,95.0,114.9
CSc1nc(Nc2ccc(S(=O)(=O)NC(C)=O)cc2)c(C#N)c(-c2cccc([N+](=O)[O-])c2)n1,61.7,100.9,100.9,81.4,123.4,108.7,89.2,104.1
CCN(CC)c1ccc(NC(C)=O)cc1,145.5,97.5,103.0,101.0,111.9,107.0,94.3,.
COc1ccc(OC)c(-c2nc(SCC(=O)c3ccc(Cl)cc3)[nH]c(=O)c2C#N)c1,99.2,103.6,102.1,88.3,97.4,100.8,93.8,96.0
N#Cc1c(-c2cccnc2)nc(SCCCCC(=O)NO)[nH]c1=O,102.1,104.1,102.4,105.3,101.7,103.5,101.1,112.5
Cc1cc(Br)ccc1-n1cc(C#N)c(N)c1C(=O)c1ccc(F)cc1,112.5,105.5,100.1,83.3,102.8,95.9,86.8,103.4
Cc1cccc(C)c1NC(=O)Nc1ccccc1,109.3,88.6,4.7*,80.7,96.7,109.9,54.3,87.3
C#CCOc1cc(N(CC)CC)ccc1C(C(=O)NC(C)(C)C)N(C(=O)C1CCc2cc(F)ccc2O1)c1ccc(F)cc1 (configuration not stated),78.5,48.9,33.5,30.4,68.7,52.8,30.7,57.3
COc1ccc(/C=C/C(=O)c2cc3c(N)c(C(=O)Nc4cccc(Cl)c4C)sc3nc2C)cc1,4.5*,5.0*,17.7,22.9,28.7,4.4*,13.2,-17.3*
COc1ccc(C2=NN(C(C)=O)C(c3cccc(Nc4ccnc5cc(C(F)(F)F)ccc45)c3)C2)cc1 (configuration not stated),64.0,73.4,71.5,51.8,66.3,78.7,.,73.1
O=C(NNC(=O)c1cccc2ccccc12)c1ccc(Cl)c(Cl)c1,89.9,107.3,101.5&100.5,81.9&86.7,116.4&112.4,87.9&98.1,90.7&106.4,106.2&115.7
O=C(C1=Cc2cc3ccccc3n2Cc2cnnn21)c1ccc(-c2ccccc2)cc1,106.8,102.4,103.3,87.5,100.9,100.4,91.3,101.8
COc1ccc2c(c1)c(-c1nn3cc(-c4cccnc4)nc3s1)cn2C,85.4,87.8,86.2,61.4,130.0,94.2,79.7,93.5
CN1C(=O)N(C)C2C1NN=c1s/c(=C\c3ccc([N+](=O)[O-])cc3)c(=O)n12 (configuration not stated),.,88.7,53.6,63.5,95.2,64.4,40.2,78.6
Cc1nccc2c3ccc(OCc4cn(Cc5ccc(C#N)cc5)nn4)cc3n(CCCc3ccccc3)c12,49.8,91.0,.,60.5,89.3,67.6,.,90.1
Clc1ccc(-n2ncc3c(Nc4ccc(OCc5ccccc5)cc4)ncnc32)cc1,85.2,.,98.6,83.6,92.1,102.9,93.7,97.8
[N-]=[N+]=NC(=O)c1cc2ccccc2cc1O,124.0,105.6,93.6,61.3,113.7,106.6,92.1,129.1
Cc1nc(N)nc(N[C@@H](C)c2nc3cccc(NCc4ccc(C(=O)NO)cc4)c3c(=O)n2-c2ccccc2)n1,.,84.5,100.8,68.4,80.3,93.9,77.5,65.0
CCCC1(CCC)NC(=O)NC1=O,111.1,100.9,111.4,88.8,103.3,100.8,.,.
COc1ccc(-c2nc(SCCCCCC(=O)NO)[nH]c(=O)c2C#N)cc1OC,130.7,108.1,105.6,106.9,105.0,100.8,107.9,123.7
O=C(NCCCl)c1cccc(Cl)c1,99.7,98.0,101.3,93.6,124.3,104.1,92.0,110.6
C=C(C)C(=O)Nc1c(C)cccc1C,93.7,98.3,102.9,96.0,88.9,99.2,101.2,101.2
Cc1cccc(OCC(O)CN2CCN(c3ccccc3Cl)CC2)c1 (configuration not stated),105.0,97.1,104.2,85.6,102.9,102.6,105.4,121.8
Cn1cccc1-c1cc(-c2ccccc2Cl)c(C#N)c(=O)[nH]1,.,94.0,98.2,77.4,107.0,95.9,98.4,110.5
Cc1ccccc1NC(=O)c1ccc(C(=O)Nc2ccccc2C)cc1,94.0,93.2,106.0,84.2,111.6,107.2,86.9,97.2
COc1cc2oc(-c3cccc(C(=O)Nc4ccc(Br)cc4)c3)cc(=O)c2c(OC)c1OC,.,50.9,72.5,55.7,62.5,67.4,20.6,-2.5*
Oc1ccc2ccccc2c1I,93.5,84.9,88.3,60.4,98.0,.,79.2,93.2
CCOC(=O)CC(C)=N,.,103.0,108.5,98.5,.,102.7,111.2,.
COc1ccc(NC2=C(I)C(=O)C(C)=C(C)C2=O)cc1,113.3,17.0,30.4,46.1,154.8,42.2,29.1,58.6
Nc1ccc(S(=O)(=O)Nc2ccccn2)cc1,97.4&106.7,96.6&103.1,102.7&99.6,96.4&87.3,102.4&105.1,114.0&97.6,95.4&100.1,116.4&122.1
O=Cc1ccc(OCc2ccccc2)cc1,104.4,102.0,99.8,94.6,100.1,94.6,95.6,115.7
C=CC(C)(C)[C@@]12Nc3c(ccc4c3C=CC(C)(C)O4)[C@]1(O)C[C@H]1C(=O)N3CCC[C@@]3(O)C(=O)N12,105.3,100.3,102.7,84.2,101.0,98.4,96.3,91.1
CC1C(=O)C(C)C(c2ccc(Cl)cc2)NC1c1ccncc1 (configuration not stated),107.9,112.5,93.2,82.0,149.0,99.0,128.0,99.9
CCNC(=O)C1COc2ccccc2O1 (configuration not stated),105.3,96.7,113.0,97.1,94.3,89.9,.,106.9
COc1ccc(-c2nn(-c3ccc(NC(=O)Nc4cc(C(F)(F)F)cc(C(F)(F)F)c4)cc3)cc2-c2ccncc2)cc1Cl,0.7*,17.2,18.5,13.3,.,1.9*,5.4*,-26.2*
O=c1c2cccc(F)c2sc2c(NCCCNCCO)nc3ccccc3c12,40.9,43.5,15.3,19.0,48.6,48.5,3.4*,50.8
COc1cc(-c2nn(-c3ccc(C(=O)O)cc3)cc2C(=O)O)ccc1O,97.9,81.4,44.8,56.1,121.8,78.3,.,91.5
CCNC1(C(=O)O)CCCCC1,90.2,98.2,104.8,93.7,98.8,102.7,99.4,117.2
COc1ccc2nc(NNC(=O)c3cnccn3)c3cccn3c2c1,-11.5*,8.5*,-22.8*,-17.0*,30.7,-12.0*,4.5*,41.2
Cc1nc(C)c(CSC2N=C(c3ccc([N+](=O)[O-])cc3)c3cnn(-c4ccccc4)c3N2)nc1C (configuration not stated),77.1,97.7,96.2,77.7,139.2,103.8,90.6,104.9
NS(=O)(=O)c1ccc(CCn2c(SCC(=O)N/N=C/c3ccccc3[N+](=O)[O-])nc3ccccc3c2=O)cc1,83.4,95.7,97.3,64.7,94.9,86.9,88.8,88.7
CCOC(=O)C(=O)c1c(C)[nH]c2ccccc12,105.4,93.8,94.3,67.2,86.2,.,87.8,124.6
CCCn1nc(C(=O)N2CCCCC2)c2c1CCC(N1CCc3ccccc3C1)C2 (configuration not stated),108.3,114.9,101.1,75.5,99.6,100.7,83.0,101.6
Cn1cc(C2=C(c3c[nH]c4ccccc34)C(=O)N(O)C2=O)c2cc(Br)ccc21,103.0,90.5,94.8,73.7,137.0,90.6,92.1,80.3
Cc1ccc2[nH]c(-c3ccc(S(C)(=O)=O)cc3)c(/C=N/N=C(N)N)c2c1,38.2,56.9,63.0,60.0,90.9,44.9,52.3,66.8
Clc1nc(Cl)c(C2CC(c3ccccc3)=NN2c2ccccc2)s1 (configuration not stated),47.2,81.4,99.4,57.7,70.1,90.6,63.4,65.7
CC1CN2CN(C3CCCC3)CN3C(C)CN4CN(C5CCCC5)CN1C4C23 (configuration not stated),113.2,103.6,98.4,89.0,101.7,103.7,95.3,118.8
N#Cc1c(-c2ccccc2)nc(N=Nc2c(O)[nH]c3ccc(Br)cc23)[nH]c1=O,.,96.7,103.0,82.5,105.7,101.4,92.9,111.9
C#Cc1cccc(Nc2ncnc3ccc(-c4cnc(Cl)c(NS(C)(=O)=O)c4)cc23)c1,-76.8*,3.4*,13.4,-80.8*,-72.8*,-14.6*,-31.9*,-54.9*
O=c1[nH]c(=O)n(C2CC(O)C(CO)O2)cc1Cl (configuration not stated),101.9,105.8&73.8,90.3&81.8,63.5&70.2,62.9&77.0,96.2&52.3,77.0&60.3,101.5&103.1
O=S(=O)(NCCCNc1nccc(-c2c(-c3cccc(F)c3)nc3occn23)n1)c1cccc(F)c1,69.2,79.2,79.8,56.8,92.5,78.4,70.5,71.6
CCCCCCCCOc1cc(/C=N/Nc2cc(C)nc3ccc(Br)cc23)cc(OCCCCCCCC)c1OCCCCCCCC,.,98.9,102.3,83.4,118.5,101.9,85.6,103.0
CC(C)NC(=O)c1cc(-c2ccc(NC(=O)Nc3cc(C(F)(F)F)cc(C(F)(F)F)c3)cc2)nc2cccnc12,90.7[8.25 µM],96.5[8.25 µM],93.2[8.25 µM],82.0[8.25 µM],104.1[8.25 µM],101.3[8.25 µM],89.7[8.25 µM],96.6[8.25 µM]
Cc1ccc(-c2nc3ccccc3c(=O)n2/N=C/c2cccc3ccccc23)cc1,108.8,82.3,80.7,48.3,100.5,87.3,54.4,91.8
O=C(O)C(O)C(O)C(OC1OC(CO)C(O)C(O)C1O)C(O)CO (configuration not stated),116.5,105.9,105.4,106.5,116.3,110.0,111.5,108.1

Of the compounds above, these have an aryl thioether with sulfur outside any ring.
canonical_smiles,A498,SN12C,ACHN,UO-31,TK-10,786-0,CAKI-1,RXF 393
CSc1nc(Nc2ccc(S(=O)(=O)NC(C)=O)cc2)c(C#N)c(-c2cccc([N+](=O)[O-])c2)n1,61.7,100.9,100.9,81.4,123.4,108.7,89.2,104.1
COc1ccc(OC)c(-c2nc(SCC(=O)c3ccc(Cl)cc3)[nH]c(=O)c2C#N)c1,99.2,103.6,102.1,88.3,97.4,100.8,93.8,96.0
N#Cc1c(-c2cccnc2)nc(SCCCCC(=O)NO)[nH]c1=O,102.1,104.1,102.4,105.3,101.7,103.5,101.1,112.5
COc1ccc(-c2nc(SCCCCCC(=O)NO)[nH]c(=O)c2C#N)cc1OC,130.7,108.1,105.6,106.9,105.0,100.8,107.9,123.7
NS(=O)(=O)c1ccc(CCn2c(SCC(=O)N/N=C/c3ccccc3[N+](=O)[O-])nc3ccccc3c2=O)cc1,83.4,95.7,97.3,64.7,94.9,86.9,88.8,88.7

In the list so far, these have a COOH group.
canonical_smiles,A498,SN12C,ACHN,UO-31,TK-10,786-0,CAKI-1,RXF 393
COc1cc(-c2nn(-c3ccc(C(=O)O)cc3)cc2C(=O)O)ccc1O,97.9,81.4,44.8,56.1,121.8,78.3,.,91.5
CCNC1(C(=O)O)CCCCC1,90.2,98.2,104.8,93.7,98.8,102.7,99.4,117.2
O=C(O)C(O)C(O)C(OC1OC(CO)C(O)C(O)C1O)C(O)CO (configuration not stated),116.5,105.9,105.4,106.5,116.3,110.0,111.5,108.1

(cont.)
canonical_smiles,A498,SN12C,ACHN,UO-31,TK-10,786-0,CAKI-1,RXF 393
COc1ccc2c(c1C)CN1CCc3cc4c(cc3C1=C2)OCO4,77.1,89.3,94.1,100.3,104.6,89.3,121.8,93.9
OCCN1CCOCC1,106.2,97.5,101.5,.,106.3,.,132.1,119.3
C=CCSC(CC)(CC)C(N)=O,108.0,93.8,109.9,99.1,95.5,114.6,107.6,95.6
Clc1ccc(Nc2nc(Nc3ccc(Cl)cc3)nc(Nc3ccc(-c4cc(-c5cccc(Cl)c5)on4)cc3)n2)cc1,99.9,94.4,86.4,90.1,154.8,94.6,85.4,39.3
O=c1c(-c2ccc3c(c2)OCO3)coc2cc(O)ccc12,108.6,94.0,113.1,101.2,105.1,101.3,120.4,110.2
O=C1Nc2ccccc2/C1=N/n1c(N/N=C/c2cccnc2)n[nH]c1=S,48.2,83.3,89.6,61.9,127.3,95.0,65.2,84.8
COc1cc(/C=C/C(=O)c2c(C)nc3ccccc3c2C)ccc1OCCCCOc1cc2c(cc1OC)C(=O)N1CCC[C@H]1C=N2,-84.5*,-29.6*,-80.7*,-93.9*,-48.4*,-88.1*,-34.5*,-92.6*
CCOC(=O)[C@H](CCc1ccccc1)N[C@H](C)C(=O)N1C2CCCCC2C[C@H]1C(=O)O (some centres not stated),114.5,108.2,104.0,84.0,120.9,98.4,93.0,126.1
O=C(N/N=C/c1ccc(O)cc1)c1ccc2nc(-c3ccc(Cl)cc3)[nH]c2c1,94.7,103.1,95.7,84.1,152.8,102.9,98.1,114.1
CCOC(=O)CSc1nc(-c2cc(OC)ccc2OC)cc(-c2ccc(OC)cc2)c1C#N,.,79.5,76.7,63.0,75.7,71.9,83.4,70.3
CCOC(=O)CC1CSC(c2ccccc2O)=N1 (configuration not stated),.,100.6,112.3,96.2,105.8,102.1,99.1,102.2
CN(C)c1ccc(/C=C/c2ccnc3c(O)cccc23)cc1,45.1,21.3,12.7,-2.5*,41.6,-10.5*,-3.5*,36.1
Cn1cc(-c2csc(-c3ccc4ccccc4c3)n2)c2cc(Br)cnc21,65.6,92.8,96.8,86.9,88.9,96.7,89.5,107.6
